GSK3A inh – blocks human GSK-3 alpha kinase. ADP-Glo luminescence, 60 min. inhibition, % at 10 µM. 320,000 compounds, 0.1% hits. AID 2650;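 in the data active = inhibition above about 50%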;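 note: GST-tagged GSK-3 alpha with peptide substrate and 25 µM ATP; 0% = DMSO neutral wells and 100% = GW8510 positive control wells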
Target sequence (P49840 whole entry, looked up): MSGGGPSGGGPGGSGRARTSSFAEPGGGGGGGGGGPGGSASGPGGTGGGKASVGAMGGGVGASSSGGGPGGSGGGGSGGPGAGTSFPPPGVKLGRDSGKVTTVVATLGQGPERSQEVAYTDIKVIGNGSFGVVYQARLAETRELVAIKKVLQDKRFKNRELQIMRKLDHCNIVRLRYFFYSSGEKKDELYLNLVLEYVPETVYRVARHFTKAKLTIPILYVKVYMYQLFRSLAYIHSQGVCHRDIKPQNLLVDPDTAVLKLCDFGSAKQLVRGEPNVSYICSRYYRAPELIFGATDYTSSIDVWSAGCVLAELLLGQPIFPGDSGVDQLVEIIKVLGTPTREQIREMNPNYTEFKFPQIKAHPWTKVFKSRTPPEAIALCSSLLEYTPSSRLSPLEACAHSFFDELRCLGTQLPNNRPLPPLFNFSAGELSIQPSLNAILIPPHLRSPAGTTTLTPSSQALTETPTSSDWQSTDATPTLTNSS
Platelet DG rel – platelet dense granule release activity; human platelet-rich plasma, SFLLRN dense granule ATP release, luminescence; inhibition, %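 (compounds screened at 7.5 µM in platelet-rich plasma)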; 300,000 compounds, 0.22% hits; AID 1663;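 active = mean replicate score, as percent of positive control, at or above 50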
HSF1 inhib – HSF1 inhibition | 300,000 compounds, 0.77% hits | AID 2098 | activity change, negative = inhibition, % at 7.5 µM (by protocol) | NIH3T3-HGL HSE-luciferase, MG132-induced, luminescence 8 h; stronger effect = lower value;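 active = more than half of replicate wells show activity change below -50%, luminescence cut by over half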;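 note: luciferase reports HSF-1 transcriptional activity via heat shock element; 0% = median of DMSO wells and -100% = zero luminescence signal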
HSF1 activator – increases HSF-1 driven luciferase reporter signal | NIH3T3-HGL HSF-1 luciferase reporter, MG132, 8 h; 100% = twice DMSO control signal | 300,000 compounds, 1.7% hits | AID 504408 | activation, % at 9 µM;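 active = mean replicate activation of at least 50% with a set share of replicates each reaching 50%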;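 note: 0% = median of the neutral control wells and 100% = twice that signal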
KLF5 inh – kruppel-like factor 5 inhibition | DLD-1 KLF5 promoter-luciferase reporter, luminescence | inhibition, % at 5 µM | 290,000 compounds, 0.23% hits | AID 1700;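 active = inhibition above a per-plate limit of that plate's mean compound inhibition plus 3 SD, cut at about 60% in these data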;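 note: 0% = DMSO wells and 100% = LY294002 at 200 µM; higher means less KLF5 promoter-driven luciferase light; inactives centre near -14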
Dyrk1A ADPGlo – inhibitors of rat Dyrk1A kinase | ADP-Glo luminescence, NFATc1 peptide | AID 504441 | inhibition, % at 12.5 µM | Q63470 | 310,000 compounds, 0.43% hits; in the data active = inhibition above about 50%;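 note: plate controls were vehicle with enzyme for no effect and no enzyme for full effect; many of its hits are not listed in these tables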
GSK3B inh – blocks human GSK3beta kinase activity. P49841. GST-GSK3beta kinase, ADP-Glo luminescence, 60 min; stronger effect = lower value. activity score (negative = inhibition), % at 10 µM. 300,000 compounds, 0.038% hits. AID 2097;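 active = more than half of replicate wells score below -50%, meaning over 50% inhibition versus plate controls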;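 note: 0% = median DMSO wells and -100% = median GW8510 positive control wells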
Target sequence (P49841 whole entry, looked up): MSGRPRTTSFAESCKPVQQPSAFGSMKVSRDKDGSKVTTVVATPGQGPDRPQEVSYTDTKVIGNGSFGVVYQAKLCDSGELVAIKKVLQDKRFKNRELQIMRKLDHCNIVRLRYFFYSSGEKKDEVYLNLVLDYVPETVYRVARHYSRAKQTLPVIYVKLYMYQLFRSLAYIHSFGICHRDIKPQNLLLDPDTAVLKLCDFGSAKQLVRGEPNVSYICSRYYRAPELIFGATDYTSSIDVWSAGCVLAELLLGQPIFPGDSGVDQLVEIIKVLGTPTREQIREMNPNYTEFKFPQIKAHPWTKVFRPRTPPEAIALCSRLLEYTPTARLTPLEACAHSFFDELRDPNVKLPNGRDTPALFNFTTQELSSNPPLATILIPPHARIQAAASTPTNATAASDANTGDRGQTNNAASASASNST
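Test system: GST-fused GSK3beta enzyme, cell-free | Quantity: 1.6 ng GST-GSK3beta enzyme per well | Reagent: 25 µM ATP with peptide substrate | Schedule: 60 min enzyme reaction, room temperature | Signal: Luminescent ADP-Glo measurement of ADP formed | Read-out basis: Score relative to plate controls | Control set: DMSO and 20 µM GW8510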
aSyn 5UTR inh – 5' untranslated region of α-synuclein, MLPCN primary screen; inhibition, % (tested at 7.5 µM); alpha-synuclein 5'UTR reporter, inhibitor activity; 300,000 compounds, 0.82% hits; AID 1813; in the data active = inhibition above about 60%;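 note: H4 neuroglioblastoma cells stably carrying SNCA 5'UTR luciferase fusion; 0% = DMSO wells and 100% = positive control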
IEC-6 cytotox – counter-screen for KLF5 inhibitors: cytotoxicity in IEC-6 cells; IEC-6 cytotoxicity, luminescence viability; inhibition, % at 5 µM; 290,000 compounds, 0.78% hits; in the data active = inhibition above about 22%;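 note: 0% = plate median of test compound wells and 100% = cytotoxic reference compound wells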
HSP90 inh – blocks HSP90-mediated luciferase refolding in reticulocyte lysate. Rabbit reticulocyte lysate, luciferase refolding luminescence, 3 h. inhibition, % at 5.6 µM. 290,000 compounds, 0.91% hits. AID 1789;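 active = inhibition above the screen-wide mean plus 3 SD, computed separately per campaign, cut at about 16% in these data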;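 note: 0% = DMSO wells and 100% = 60 µM geldanamycin wells; inhibitors lower the luminescence because luciferase stays unfolded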
Numbers without * were called inactive; x = not tested or not shown. This is a subset; count on the stated rates, not on these rows.

SMILES	GSK3A inh	Platelet DG rel	HSF1 inhib	HSF1 activator	KLF5 inh	Dyrk1A ADPGlo	GSK3B inh	aSyn 5UTR inh	IEC-6 cytotox	HSP90 inh
O=C(C(Cl)Cl)N1CCN(c2ccccn2)CC1	-2	-5	-2	3	-24	-2	1	-20	5	2
COc1ccc(NC(=O)CN(C)C(=O)c2ccccc2SCC(=O)N2CCCC2)cc1	-1	-2	-32	-48	x	-4	0	-4	x	x
COC(=O)C(CC(C)C)NC(=O)/C=C/c1ccccc1Cl (stereo unspecified)	-4	-18	21	37	-16	-3	1	-4	-1	-3
O=C1CC(N2CCC(O)(c3ccc(Br)cc3)CC2)C(=O)N1c1ccc(Cl)cc1 (stereo unspecified)	-3	-7	18	30	9	-2	1	14	-10	-2
CCOc1cccc(C(=O)N(Cc2cccc(F)c2)C2CCS(=O)(=O)C2)c1 (stereo unspecified)	x	2	1	-5	-59	7	-4	-7	-15	2
CN(c1nc2ccccc2n2c(-c3ccco3)nnc12)S(=O)(=O)c1ccccc1	1	2	-1	-1	-19	-1	-3	9	0	1
COCCn1c(N)c(C(=O)NCc2cccs2)c2nc3ccccc3nc21	16	-1	8	33	-15	9	0	48	2	14
CCc1nc2sc(C(C)=O)c(N)c2c2c1CCCC2	0	-1	-7	-21	-32	x	0	45	-2	-6
Cc1c(NC(=O)C(C)OC(=O)c2cccc(S(=O)(=O)N3CCOCC3)c2)c(=O)n(-c2ccccc2)n1C (stereo unspecified)	x	4	-4	1	-28	x	-2	19	0	3
CC(C)CC(=O)Nc1nnc(SCC(=O)NCc2ccc3c(c2)OCO3)s1	-9	0	1	-2	-7	x	2	13	-1	3
CC(C)C(=O)NC(=S)Nc1ccccc1C(=O)Nc1ccccc1	-4	6	-2	4	-12	2	-1	-5	7	3
CCCCCCN1CC(C(=O)OCC)C(=O)C1=O (stereo unspecified)	-4	10	3	-4	-16	-2	2	24	-5	1
Cc1nnc(NC(=O)CSc2ccccc2N)s1	2	-7	0	-12	-57	-5	-1	-19	2	5
O=C(c1cn(-c2ccccc2)nc1-c1cccc(Br)c1)N1CCOCC1	-2	-1	18	9	0	0	1	11	-1	-1
CCn1c(SCCC(C)C)nnc1-c1c[nH]c2ccccc12	0	0	5	4	-25	1	4	1	6	-4
Cn1c(=N)n(CC(O)c2cccs2)c2ccccc21 (stereo unspecified)	0	2	-13	-1	3	-3	2	7	3	1
CCCSc1nc(C)cc(C)c1C(N)=O	x	-3	-7	-23	-29	-5	0	12	-9	-3
CCCCOC(=O)Nc1ccccc1C(=O)N1CCCC1	-1	21	-4	-11	-12	-7	2	22	4	3
Cc1c(C(=O)NCCN2CCOCC2)sc2nc(-c3ccc(F)cc3)cn12	0	10	-4	1	-15	x	3	-40	2	4
CC(=O)c1cccc(NC(=S)Nc2ccn(Cc3cccc4ccccc34)n2)c1	0	11	3	16	-18	1	1	8	6	-2
N#CC(C(=O)Nc1ccc(Cl)cc1)=C1Nc2ccccc2N1	1	1	3	14	-70	3	3	-41	5	-3
CCc1cccc(C)c1NC(=O)C1CCCN(S(C)(=O)=O)C1 (stereo unspecified)	-2	2	10	1	-20	x	2	7	2	-1
CCNc1nc(NCC)n2c(SCC(=O)N3CC4(C)CC3CC(C)(C)C4)nnc2n1 (stereo unspecified)	1	-10	-4	6	-15	3	0	-6	1	1
Cc1ccc(S(=O)(=O)c2nc(-c3ccccc3Cl)oc2NCCCN2CCOCC2)cc1	-4	10	-2	-11	0	2	-3	12	-2	2

An excerpt from above in order of count of non-hydrogen atoms, rising:
SMILES	GSK3A inh	Platelet DG rel	HSF1 inhib	HSF1 activator	KLF5 inh	Dyrk1A ADPGlo	GSK3B inh	aSyn 5UTR inh	IEC-6 cytotox	HSP90 inh
Cc1nnc(NC(=O)CSc2ccccc2N)s1	2	-7	0	-12	-57	-5	-1	-19	2	5
O=C(c1cn(-c2ccccc2)nc1-c1cccc(Br)c1)N1CCOCC1	-2	-1	18	9	0	0	1	11	-1	-1
Cc1c(C(=O)NCCN2CCOCC2)sc2nc(-c3ccc(F)cc3)cn12	0	10	-4	1	-15	x	3	-40	2	4

More results
SMILES	GSK3A inh	Platelet DG rel	HSF1 inhib	HSF1 activator	KLF5 inh	Dyrk1A ADPGlo	GSK3B inh	aSyn 5UTR inh	IEC-6 cytotox	HSP90 inh
COc1ccc(-c2cc(C(=O)N3CCN(c4ccccn4)CC3)c3ccccc3n2)cc1	-4	1	11	15	-31	6	-3	-140	2	-2
CNC(=O)COC(=O)c1cc(F)c(F)cc1Cl	-2	-5	-3	-11	2	-3	1	7	-7	1
O=C1c2oc3ccccc3c(=O)c2C(c2cccc(F)c2)N1CCCO (stereo unspecified)	-2	15	2	15	-20	-3	1	9	-2	-3
N#CC(c1ccccc1)c1ccc(=O)[nH]n1 (stereo unspecified)	-1	12	8	4	-28	-3	4	30	0	0
Cc1ccccc1C(=O)Nc1ccccc1	0	2	10	1	-28	8	4	-59	-5	3
Oc1ccc(-c2nnc(-c3ccc(O)cc3)nn2)cc1	-1	11	23	33	-46	8	-2	-109	-1	4
CSc1ccc(CNC(=O)C2Cc3cc(S(=O)(=O)N4CCCC4)ccc3N2C(C)=O)cc1 (stereo unspecified)	1	22	2	22	-19	-4	0	26	1	-1
CCOC(=O)CC(=O)CSc1nc2c(c(C)c1C#N)CCC2	-4	-10	20	50	9	19	-4	-2	4	1
COc1ccc(NC(=O)CCCSc2ccccc2)cc1S(N)(=O)=O	-1	1	1	10	-9	-6	-3	28	1	3
CCOc1cc(/C=N/Nc2cc(C)nc(-n3nc(C)cc3C)n2)ccc1O	-2	1	-2	1	4	6	0	68*	54*	4
COc1ccc(C(=O)NC2CCN(CC(=O)NCc3ccccc3F)CC2)cc1	-1	4	-1	23	-8	-5	0	14	-1	-2
Clc1ccc(-c2ccc(CN3CCCCC3)o2)cc1	2	7	5	2	-49	4	3	-59	6	-2
Cc1ccccc1-c1noc(-c2ccccc2F)n1	1	8	26	54*	-54	0	3	-259	1	-1
CCC(C)c1ccccc1NC(=O)COC(=O)CCc1cc(OC)c(OC)c(OC)c1 (stereo unspecified)	10	23	-2	-14	-39	1	-1	4	0	2
CCn1c(C)cc(/C=C2/NC(=O)N(c3ccccc3)C2=O)c1C	0	0	-52*	-55	-70	3	-5	-153	-2	31*
COc1ccc(CCNCC(O)Cn2c3ccccc3c3ccccc32)cc1OC (stereo unspecified)	-1	4	5	5	-22	-4	-2	120*	6	1
CCCc1[nH]nc2c1C(c1ccccc1OCC)C(C#N)=C(N)O2 (stereo unspecified)	0	-2	5	22	-25	1	-1	9	-3	2
CCCOP(=O)(c1ccc(N(C)C)cc1)C(O)c1ccc(Cl)cc1 (stereo unspecified)	-1	-2	13	6	-53	0	3	1	0	-4
CCCCn1c(=N)n(CC(=O)c2ccc(Br)s2)c2ccccc21	3	0	7	17	10	3	-3	-13	-1	1
Cc1ccc(C)c(Cn2nc3c4ccccc4n(Cc4ccccc4)cc-3c2=O)c1	x	2	-6	20	7	2	1	24	-6	0
C=CCNc1nc(NCc2ccccc2)c(C#N)c2c1CN(C)CC2	-6	-1	-5	20	8	-2	-2	49	5	1
CCCn1c(C)cc(C(=O)CN2C(=O)c3ccccc3C2=O)c1C	0	-5	7	35	x	3	-2	-15	x	x
CCSc1nnc(-c2sc3nnc(-c4ccccc4)c(-c4ccccc4)c3c2N)o1	-2	-1	8	15	-42	2	5	6	-10	-10
CCOC(=O)C1CCCCN1S(=O)(=O)c1cc2c(cc1C)NC(=O)CO2 (stereo unspecified)	x	15	-4	2	-15	-3	-4	-3	2	-6
CC1CCN(CCC(=O)Nc2ccc(F)c(F)c2)CC1	-1	-1	-6	-2	-11	14	1	14	-4	-6
O=C(Nc1cccc2oc(=O)ccc12)c1ccc([N+](=O)[O-])cc1[N+](=O)[O-]	1	9	14	16	-14	16	-2	-4	-2	-5
CC1CN(C(=O)c2ccc(N3CCCCC3)c([N+](=O)[O-])c2)CC(C)O1 (stereo unspecified)	1	-4	2	-2	-24	12	2	5	-4	-3
COc1ccc(NC(=O)c2ccc(NCCN3C(=O)CCC3=O)c([N+](=O)[O-])c2)cc1	-1	0	0	5	-17	-2	2	14	-3	2
COc1ccc(-c2nnc(SC(C)C(=O)NCc3ccc4c(c3)OCO4)n2Cc2ccco2)cc1 (stereo unspecified)	0	-2	-4	7	4	2	1	5	-3	5
Cc1nnc(SCC(=O)N2CCC(C(=O)Nc3nccs3)CC2)n1Cc1ccccc1	x	-1	-3	15	-38	1	-33	23	-1	2
Cc1cc(C)n(Cc2ccc(C(=O)NCCC3=CCCCC3)o2)n1	1	2	4	12	-13	5	7	-30	5	4
CCOC(=O)N1CCN(C(=O)Cn2ncc3c2-c2ccccc2OC3)CC1	-3	0	-5	2	-3	2	-1	-9	8	3
COc1ccc2ccccc2c1CNc1nnnn1C	-1	-5	-3	1	-16	0	-1	6	2	-2
Cc1nc(S(=O)(=O)c2ccc(Cl)cc2)c(NCc2ccccc2)o1	-2	-2	21	64*	-16	-4	2	20	4	2
COc1ccc(/C=C/C(=O)Nc2nc(C)c(C(=O)N(C)C)s2)cc1	-1	0	-13	-4	-36	-7	-1	-21	-4	7
Cc1ccccc1Cn1cnc2c(NS(C)(=O)=O)c(C)c(C)cc21	0	-5	-2	10	-28	3	1	13	-10	1
CC(C)NCC(O)c1ccc(NS(C)(=O)=O)cc1 (stereo unspecified)	0	1	-2	8	-10	10	4	-39	-2	0
CCc1cc2c(-c3ccccc3)cc(=O)oc2cc1OC(C)C(C)=O (stereo unspecified)	2	0	3	9	-32	6	2	23	-1	-3
O=C(NCC1COc2ccccc2O1)C1CCN(S(=O)(=O)c2cccc3nsnc23)CC1 (stereo unspecified)	1	0	0	22	8	0	-3	18	3	1
c1ccc(-c2nnc(CN3CCCCC3)o2)cc1	-41	5	16	10	-36	-10	1	-74	2	2
CCOc1ccccc1C(=O)Nc1cccc2cccnc12	-1	2	10	5	-28	17	3	-26	11	-1
Cn1cc(CC(=O)NC2CCCCC2)c2ccccc21	-1	0	-5	-8	-6	-27	0	-18	1	-2
N#Cc1ccccc1OCCN1C(=O)c2ccccc2C1=O	0	-4	17	10	-57	10	2	-19	-4	-6
O=C(Nc1cc(Cl)ccc1-n1cncn1)c1ccc([N+](=O)[O-])s1	2	11	-17	-26	-17	-4	1	-10	20	0
CCn1cc(C(=O)NCCN(CC(C)C)CC(C)C)c(=O)c2cc(S(=O)(=O)N3CCOCC3)ccc21	4	-4	-4	-12	6	2	1	-22	4	-1
CCOC(=O)N1CCN(Cc2cc(Cl)c3cccnc3c2O)CC1	-4	-6	-17	-29	42	x	4	44	14	0
CC(C)(C)c1ccc(OCC(=O)NCc2ccco2)c(Br)c1	0	-1	9	27	-22	-3	-1	-35	-4	4
C=CCN1C2CCCC1CC(NC(=O)Nc1cc(C)cc(C)c1)C2 (stereo unspecified)	5	1	-10	-8	-37	-1	-1	-4	0	2

Source: PubChem BioAssay (several laboratories)
